Screening data (PubChem BioAssay)
ERAP1 HTS inh: blocks human ERAP1 aminopeptidase activity; inhibition, % at 10.7 µM; actives 0.15% (n = 340,000); AID 652197; recombinant ERAP1, Leu-AMC fluorescence, 60 min; Q9NZ08;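 active = mean replicate inhibition of at least 30%, or all replicates individually reaching that 30% level; inactive = mean below 30% and not every replicate reaching it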;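 note: 0% = neutral control wells and 100% = L-leucinethiol positive control wells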
XiGFP reactiv: activators of X-chromosome reactivation in mouse fibroblasts; XiGFP mouse fibroblasts, % GFP-positive cells imaging, 3 d; cells co-treated with 5-aza-dC sensitizer; scaled so ellipticine positive control = 100%; actives 0.055% (n = 360,000); AID 743238; activation, % at 7.58 µM;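 active = mean normalized replicate activation at least 10% and every replicate at or above 10%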;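 note: 0% = median of on-plate neutral control wells and 100% = ellipticine 6 µM median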
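Assay system: SV40-immortalized XiGFP fibroblast cells, line 68-5-11; buffer or medium: DMEM plus 5-aza-dC sensitizer; compound: one concentration, pinned; timing: compounds 3 days, fix/stain 15 min at room temperature; benchmarks: positive control ellipticine, 6 µM final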
esBAF inh: SWI/SNF esBAF complex inhibition; mouse ES cells, Bmi1-luciferase knock-in reporter, 24 h; 100% = twice the neutral-well signal; actives 2% (n = 350,000); AID 602393; reporter increase, % at 12.5 µM; in the data active = activation above about 40%;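 note: 0% = median of the plate's neutral control wells and 100% = double that signal; a rise in the Bmi1 reporter signal indicates esBAF inhibition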
RAD54 inh: inhibitors of human RAD54 branch migration; Q92698; RAD54 Holliday junction branch migration, FAM/BHQ fluorescence; actives 0.14% (n = 360,000); AID 602329; inhibition, % at 10.4 µM;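 active = mean normalized replicate activity at least 40 and at least half of replicates scoring 40 or more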;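 note: 0% = median of neutral control wells and 100% = median of positive control wells; inhibitors cause a drop in the FAM fluorescence signal; in these data hits start at about 50%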
S100A4 inh HTS: S100A4-myosin IIA interaction inhibition; S100A4/TAMRA-MyoIIA peptide fluorescence polarization; inhibition, % at 10.7 µM; actives 0.14% (n = 360,000);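 active = mean inhibition of at least 70% across replicates, with every replicate also reaching that level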
Target sequence (P26447 whole entry, looked up): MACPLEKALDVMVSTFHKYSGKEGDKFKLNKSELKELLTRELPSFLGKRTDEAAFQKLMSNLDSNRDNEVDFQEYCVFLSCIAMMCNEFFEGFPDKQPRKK
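System – human S100A4 monomer protein, biochemical binding assay · Buffer or medium – Calcium-containing HEPES buffer, pH 7.2 · Timing – 5 min between mix addition and reading · Also added – TAMRA-labelled myosin IIA heavy-chain peptide probe, 5 nM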
ERp5 block: inhibitors of human ERp5 | Q15084 | ERp5 insulin aggregation, absorbance 650 nm, 90 min | inhibition, % at 9.99 µM | actives 0.05% (n = 350,000) | AID 651711;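 active = mean replicate inhibition above about 25%, with every replicate also reaching it, limit read from the data, passing the limit was not always enough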
Target sequence (Q15084 whole entry, looked up): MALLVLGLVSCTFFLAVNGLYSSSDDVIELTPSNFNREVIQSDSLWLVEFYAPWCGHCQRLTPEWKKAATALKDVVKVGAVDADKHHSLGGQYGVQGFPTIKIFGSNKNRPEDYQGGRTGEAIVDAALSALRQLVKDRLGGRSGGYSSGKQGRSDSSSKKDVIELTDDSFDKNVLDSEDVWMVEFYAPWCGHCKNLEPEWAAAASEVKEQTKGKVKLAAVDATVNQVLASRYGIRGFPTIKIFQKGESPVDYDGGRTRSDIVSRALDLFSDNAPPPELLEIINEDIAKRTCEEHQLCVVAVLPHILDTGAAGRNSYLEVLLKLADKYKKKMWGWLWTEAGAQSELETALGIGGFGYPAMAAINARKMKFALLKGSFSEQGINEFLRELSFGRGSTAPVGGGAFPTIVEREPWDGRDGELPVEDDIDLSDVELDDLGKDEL
E-selectin induc: E-selectin induction on HUVECs | activation, % at 7.58 µM | HUVEC E-selectin immunofluorescence imaging; normalized: neutral wells 0, TNF-alpha wells 100 | actives 0.37% (n = 260,000);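 active = mean E-selectin-positive cell signal at least 10% of the positive control, reached in at least 60% of replicates, without over 20% cell loss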;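 note: in these data hits start at about 27%; measured in HUVEC primary endothelial cells; signal is the percent of cells scored E-selectin positive by PE staining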
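Assay system: HUVEC, human umbilical vein endothelial cells / Amount: 3,000 HUVEC/well / Controls: TNF-alpha positive control, DMSO neutral control / Compound dosing: single concentration / Medium: EGM-2 over gelatin coat / Evaluation: percent E-selectin-positive cells / Signal: immunofluorescence imaging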
RAD52 anneal inh: inhibitors of human RAD52 DNA annealing; inhibition, % at 18.7 µM; P43351; recombinant RAD52 DNA annealing, FRET fluorescence; actives 0.46% (n = 360,000);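 active = every replicate showing at least 50% inhibition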
Target sequence (P43351 whole entry, looked up): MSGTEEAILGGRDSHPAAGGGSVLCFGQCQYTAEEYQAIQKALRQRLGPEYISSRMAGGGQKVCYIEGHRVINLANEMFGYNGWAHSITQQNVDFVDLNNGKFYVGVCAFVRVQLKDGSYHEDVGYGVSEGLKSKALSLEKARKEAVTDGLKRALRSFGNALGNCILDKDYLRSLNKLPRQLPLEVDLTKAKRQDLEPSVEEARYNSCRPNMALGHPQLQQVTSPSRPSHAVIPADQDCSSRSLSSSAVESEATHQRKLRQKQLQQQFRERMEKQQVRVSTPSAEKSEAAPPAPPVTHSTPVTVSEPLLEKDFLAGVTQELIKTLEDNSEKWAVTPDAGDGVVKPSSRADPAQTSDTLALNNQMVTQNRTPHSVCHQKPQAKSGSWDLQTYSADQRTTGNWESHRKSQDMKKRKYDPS
An asterisk follows results filed as active; x = not tested or not shown; & = joins results of further samples.

Under each structure – ERAP1 HTS inh	XiGFP reactiv	esBAF inh	RAD54 inh	S100A4 inh HTS	ERp5 block	E-selectin induc	RAD52 anneal inh
- N=C1C(c2nc3ccccc3s2)=C(O)CN1NC(=O)c1ccc([N+](=O)[O-])cc1
  -1	-0.1	22	x	4	-1	2.4	-43
- C[C@H](N)c1nnc(SCC(N)=O)o1
  -2	-0.1	x	x	5	3	-0.4	-6
- Cc1cc(NC(=O)CSc2nnc(CNC(=O)c3c(F)cccc3F)o2)no1
  2	0.1	x	3	6	-9	x	5
- CCOc1ccc(S(=O)(=O)N2CCC(C(=O)NCCc3ccc(S(N)(=O)=O)cc3)CC2)cc1
  -3	0.3	-1	2	-39	-1	0.0	-4
- CCOC(=O)C1(C)CCCN1C(=O)c1ccccc1OC (stereo unspecified)
  8	-0.1	-3	-11	-1	0	-0.1	-2
- C/C=C/c1cnc2c(c1)C(=O)N([C@H](C)CO)C[C@H](C)[C@H](CN(C)Cc1cncnc1)O2
  0	-0.3	1	7	-4	-3	-0.2	5
- CN(C(=O)CC(=O)Nc1ccc(Cl)c(Cl)c1)c1ccccc1
  0	0.0	x	x	-13	-1	x	-7
- COc1ccc(-n2c(C)nn(CC3CC3)c2=O)cc1
  -2	0.0	x	x	-17	2	4.6	-23
- O=C(Nc1ccc(N2CCOCC2)cc1)Nc1ccc2nsnc2c1
  -5	0.0	x	x	6	0	x	-10
- CCCCCCN1C[C@H](n2cc(C3CC3)nn2)[C@@H](O)C[C@@H]1c1ccc(C)cc1
  2	-0.1	-86	-3	8	4	-0.1	-7
- O=C(CN1C(=O)NC2(CCCCC2)C1=O)N1CCN(C(=O)c2cccs2)CC1
  37*	0.1	-12	-4	5	-7	-0.2	-7
- COc1ccc(CN(C)C[C@@H]2OCCCC[C@H](C)Oc3ccc(NC(=O)Nc4c(C)noc4C)cc3C(=O)N([C@H](C)CO)C[C@@H]2C)cc1
  -1	-0.9	-3	5	3	6	-0.2	13
- Cc1cc(C)n2c(Nc3c(C)cccc3C)c(-c3cccnc3)nc2n1
  -2	0.0	x	x	-5	3	-0.1	-92
- O=C(COC(=O)c1ccccc1)NC12CC3CC(CC(C3)C1)C2
  0	0.1	-6	-13	2	2	x	-5
- COc1ccc(N2CCN(Cc3cc4c(cc3Br)OCCO4)CC2)cc1
  -2	0.7	-1	1	-5	5	x	-5
- COc1ccc(NC(=O)CN(C)S(=O)(=O)c2ccc(Cl)cc2)c([N+](=O)[O-])c1
  2	x	-8	-17	-2	1	x	-31
- O=C(NCCc1ccc(Cl)cc1)C1CCCO1 (stereo unspecified)
  -1	0.0	5	0	-3	20	-0.1	-3
- CN(CC(=O)Nc1ccc(N2CCOCC2)cc1)CC(=O)Nc1ccc(C(F)(F)F)cc1
  1	0.0	-1	-2	0	-6	0.1	-2
- CCNC(=O)C1CCCN(c2nc(C)cc(C)n2)C1 (stereo unspecified)
  6	0.1	x	x	5	0	x	-9
- Cc1noc(C)c1NC(=O)Nc1ccc2c(c1)C(=O)N([C@@H](C)CO)C[C@H](C)[C@H](CN(C)Cc1ccncc1)O2
  0	0.0	4	1	12	-5	-2.7	9

Shown as a hit in ERAP1 HTS inh (from the list above):
| structure | ERAP1 HTS inh | esBAF inh | S100A4 inh HTS | ERp5 block | RAD52 anneal inh |
| --- | --- | --- | --- | --- | --- |
| O=C(CN1C(=O)NC2(CCCCC2)C1=O)N1CCN(C(=O)c2cccs2)CC1 | 37* | -12 | 5 | -7 | -7 |

Continuation.
Under each structure – ERAP1 HTS inh	XiGFP reactiv	esBAF inh	RAD54 inh	S100A4 inh HTS	ERp5 block	E-selectin induc	RAD52 anneal inh
- CC(=O)c1c(-c2ccccc2)[nH]c2ccccc12
  0	0.0	1	-7	-2	-3	x	-21
- CC1CCCCN1S(=O)(=O)c1ccc(C(=O)Nc2nnc(-c3ccccn3)o2)cc1 (stereo unspecified)
  -1	0.0	x	x	-1	7	x	-36
- Cc1noc(C)c1S(=O)(=O)Nc1ccc2c(c1)CC(=O)N([C@@H](C)CO)C[C@H](C)[C@H](CN(C)C(=O)NC1CCCCC1)O2
  1	0.3	3	0	-9	5	4.4	-4
- O=C(Nc1ccc(O)c(-c2nc3ccccc3o2)c1)C1(c2ccccc2)CCCC1
  4	x	-3	x	-8	3	x	-6
- CC(C)CC1(C)NC(=O)N(Cc2cc([N+](=O)[O-])cc3c2OCOC3)C1=O (stereo unspecified)
  4	0.1	-4	x	2	-7	x	-7
- CC(C)CC#Cc1ccc([C@H]2[C@H](CO)N3CCCCN(S(=O)(=O)Cc4ccccc4)C[C@@H]23)cc1
  3	0.4	x	3	32	4	0.2	-51
- Cc1ccc(NC(=O)C2CC2)cc1S(=O)(=O)N1CCOCC1
  1	0.1	-2	9	-1	2	x	-3
- O=C1CCC[C@@H]2C[C@@]3(C[C@@H]4CCN1[C@H]24)Nc1cc(Cl)ccc1NC3=NC1CCCCC1
  -4	-0.1	1	10	7	-4	0.6	-1
- CNC(=O)C[C@@H]1CC[C@H]2[C@H](COc3ccc(NC(=O)c4ccccc4OC)cc3C(=O)N2C)O1
  0	0.3	9	-2	11	0	-0.1	4
- CCC(=O)N(C)C[C@H]1Oc2ncc(C#CCC(C)C)cc2C(=O)N([C@@H](C)CO)C[C@@H]1C
  0	0.1	4	-39	15	3	-0.2	5
- CCOC(=O)C1(Cc2ccc(OC)cc2)CCN(C(=O)c2cc(C)on2)CC1
  0	-0.1	34	-3	17	-5	x	-4
- O=C(Cn1nc(C(F)F)cc1C(F)F)NNC(=S)Nc1ccc(Cl)cc1
  0	x	-1	-8	3	-6	x	-9
- CC(SC1=Nc2ccccc2C2CC=NN12)C(=O)NC1(C#N)CCCCC1 (stereo unspecified)
  -1	0.0	1	-7	3	1	x	-244
- C[C@@H]1CN([C@H](C)CO)C(=O)c2cc(NC(=O)Cc3cn(C)c4ccccc34)ccc2O[C@@H]1CN(C)S(=O)(=O)c1ccc(F)cc1
  -2	-0.1	1	-4	-4	7	1.4	-9
- CCOC(=O)c1nc2sc(C)c(C)c2c(=O)[nH]1
  -1	x	x	x	-1	2	x	-41
- O=C(CSc1ccc(-c2ccco2)nn1)NCc1ccccc1
  0	0.5	1	5	-5	-1	x	-3
- CCCc1cc(C(=O)Nc2ccccc2SC)no1
  6	3.5	51*	14	0	-7	x	-16
- FC(F)(F)c1ccccc1CN1CCCc2nc(-c3ccccc3)ccc21
  1	-0.2	x	x	-14	-2	-0.1	-7
- Cc1ccc(OCC(=O)N2N=C(c3ccncc3)CC2(O)C(F)(F)F)cc1C (stereo unspecified)
  x	0.1	4	-5	-3	1	x	5
- O=C(N[C@H]1CC[C@H](CCn2cc(Cc3ccccc3)nn2)O[C@@H]1CO)c1ccccn1
  1	0.0	1	2	3	-2	-0.3	-5
- C[C@@H]1CCCCO[C@@H](CN(C)C(=O)NC2CCCCC2)[C@H](C)CN([C@H](C)CO)C(=O)c2cc(NC(=O)c3ccncc3)ccc2O1
  0	0.2	15	-5	-18	3	0.2	5
- Nc1nc(N)c2cc(S(=O)(=O)c3cccc(C(F)(F)F)c3)ccc2n1
  -1	0.5	-30	10	5	4	1.0	-12
- Cc1cc(=O)[nH]c(SCC(=O)c2ccc(C)c(C)c2)n1
  4	x	-7	0	0	3	x	-14
- C[C@@H]1CCCCO[C@H](CN(C)S(=O)(=O)c2ccc(Cl)cc2)[C@H](C)CN([C@@H](C)CO)C(=O)c2cc(NS(=O)(=O)c3cn(C)cn3)ccc2O1
  -1	-0.6	7	-5	-10	1	-0.1	21
- C[C@H](CO)N1C[C@H](C)[C@@H](CN(C)Cc2cccc(C(=O)O)c2)Oc2ncc(C#CC(C)(C)O)cc2C1=O
  1	0.5	2	3	2	-4	-0.4	-15
- C[C@@H]1CN([C@H](C)CO)C(=O)c2cc(NC(=O)CCCN(C)C)ccc2O[C@@H](C)CCCCO[C@@H]1CN(C)C(=O)NC1CCCCC1
  -1	0.0	-4	-7	3	-5	-0.2	-42
- CCC(c1nnc(SCC(=O)Nc2cccc(S(N)(=O)=O)c2)n1-c1ccc(OC)cc1)N(C)C (stereo unspecified)
  -3	0.1	1	-9	1	3	0.5	-19
- Cc1ccc(CN(Cc2ccco2)C(=O)c2ccco2)cc1
  -4	0.0	-4	-1	5	2	0.1	-14
- C[C@@H]1C[C@H]2[C@@H]3C[C@H](F)C4=CC(=O)C=C[C@]4(C)[C@@]3(F)[C@@H](O)C[C@]2(C)[C@@]1(O)C(=O)CO
  -3	-0.1	6	-3	-11&-13	3	0.2	-12
- CCCc1nc2ccccc2c(C(=O)N(CC)CC(=O)NCc2cccs2)c1CC
  1	0.0	-5	6	-1	-3	-0.8	2
- CCCCc1n[nH]c(=S)n1Cc1ccc(C)cc1
  5	0.1	x	x	8	0	0.0	-2
- CO[C@@H]1CN(C)C(=O)c2ccc(NC(C)=O)cc2OC[C@@H](C)N(CCC(F)(F)F)C[C@H]1C
  -1	0.0	-1	4	1	5	0.1	14
- Cc1ccc(C(=O)NCC(=O)OCC(=O)NC2CCCCCCC2)cc1
  1	0.1	-9	-18	-2	-3	0.7	1

Among those listed so far, these have fluorine:
Under each structure – ERAP1 HTS inh	XiGFP reactiv	esBAF inh	RAD54 inh	S100A4 inh HTS	ERp5 block	E-selectin induc	RAD52 anneal inh
- Cc1cc(NC(=O)CSc2nnc(CNC(=O)c3c(F)cccc3F)o2)no1
  2	0.1	x	3	6	-9	x	5
- CN(CC(=O)Nc1ccc(N2CCOCC2)cc1)CC(=O)Nc1ccc(C(F)(F)F)cc1
  1	0.0	-1	-2	0	-6	0.1	-2
- O=C(Cn1nc(C(F)F)cc1C(F)F)NNC(=S)Nc1ccc(Cl)cc1
  0	x	-1	-8	3	-6	x	-9
- C[C@@H]1CN([C@H](C)CO)C(=O)c2cc(NC(=O)Cc3cn(C)c4ccccc34)ccc2O[C@@H]1CN(C)S(=O)(=O)c1ccc(F)cc1
  -2	-0.1	1	-4	-4	7	1.4	-9
- FC(F)(F)c1ccccc1CN1CCCc2nc(-c3ccccc3)ccc21
  1	-0.2	x	x	-14	-2	-0.1	-7
- Cc1ccc(OCC(=O)N2N=C(c3ccncc3)CC2(O)C(F)(F)F)cc1C (stereo unspecified)
  x	0.1	4	-5	-3	1	x	5
- Nc1nc(N)c2cc(S(=O)(=O)c3cccc(C(F)(F)F)c3)ccc2n1
  -1	0.5	-30	10	5	4	1.0	-12
- C[C@@H]1C[C@H]2[C@@H]3C[C@H](F)C4=CC(=O)C=C[C@]4(C)[C@@]3(F)[C@@H](O)C[C@]2(C)[C@@]1(O)C(=O)CO
  -3	-0.1	6	-3	-11&-13	3	0.2	-12
- CO[C@@H]1CN(C)C(=O)c2ccc(NC(C)=O)cc2OC[C@@H](C)N(CCC(F)(F)F)C[C@H]1C
  -1	0.0	-1	4	1	5	0.1	14
